Bioassay records from PubChem BioAssay.
FBPA Giardia inh = Giardia lamblia aldolase inhibition; A8B2U2; Potency, µM (top dose mostly 59.6 µM), without a hit: at the top dose activity, negative = inhibition, actives largely listed as inhibitors; 290,000 tested, 0.71% active; purified Giardia FBPA; active = well fitted inhibition curve with a large enough effect; inconclusive = small, poorly fitted or top-dose-only effect, or effect the other way; also: nearly all actives have a fitted effect of over 55% in size
Target sequence (A8B2U2 whole entry, looked up): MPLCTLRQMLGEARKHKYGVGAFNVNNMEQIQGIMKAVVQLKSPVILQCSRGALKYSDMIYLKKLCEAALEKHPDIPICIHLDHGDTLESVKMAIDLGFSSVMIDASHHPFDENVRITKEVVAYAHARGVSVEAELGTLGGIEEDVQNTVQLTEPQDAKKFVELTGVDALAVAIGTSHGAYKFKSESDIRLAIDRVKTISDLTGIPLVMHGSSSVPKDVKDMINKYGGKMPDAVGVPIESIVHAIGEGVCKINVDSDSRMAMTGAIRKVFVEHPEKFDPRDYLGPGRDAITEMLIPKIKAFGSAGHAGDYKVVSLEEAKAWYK
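Giardia FBPA (40 nM reagent) was preincubated 10 min at RT with compound (up to 57.5 uM final), then substrate plus GAPDH/TPI/NAD/arsenate coupling system with diaphorase/resazurin was added; resorufin fluorescence (525/598 nm) was read after 20 min.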
The depositor's hits bear a star; ? = inconclusive; & = joins results of further samples; [ ] = another dose, or the depositor's remark. % is scaled to controls: 0 for no effect and ±100 for the full control effect; potency is read from the fitted curve at half-maximal effect. An excerpt. The share of hits here may be higher or lower than overall.

SMILES	FBPA Giardia inh
CC(C)(C)OC(=O)N1CC23CC(c4ccc(F)cc4)C(CC2S1(=O)=O)O3 (stereo unspecified)	6.1%
COC(=O)C1=C(C)[C@H](O)[C@@H](C)[C@](C)(c2cc(OC)c(C)c(OC)c2COc2ccccc2)O1	-1.3%
CN1Cc2c(C(=O)OC(C)(C)C)ncn2-c2ccsc2C1=O	3.4%
C[N+]1(C)CCc2cc3c(cc2C1C1OC(=O)c2c1ccc1c2OCO1)OCO3 (stereo unspecified)	-2.6%&0.6%
COc1ccccc1-c1coc2cc(O)ccc2c1=O	-24.0%
O=C(c1cccc(F)c1)N1CCC2(CC1)CCN(c1ccc(-c3ccccc3)cc1)CC2	3.3%
COC(=O)C1=C[C@@H](C(=O)OC)C2C3=C(C(=O)[C@]2(CC(C)C)NC(=O)c2ccccc2)[C@H](C)n2c(=O)n(C)c(=O)n2[C@@H]3C1 (stereo partly specified)	1.2%
CCOC(=O)Cn1c(=O)sc2cccc(Cl)c21	6.4%
CCC/C=C1\CCCOC(C(=O)NCc2ccccc2)(C(F)(F)F)C1 (stereo unspecified)	-2.2%
COc1ccccc1/C=C\C(=O)O	8.6%
COc1ncc2nc(-c3ccccc3)c(=O)n(CCc3ccccc3)c2n1	-3.2%
Cc1noc(C)c1C(=O)N1CCC2(CC1)CN(c1ncccn1)C2	0.4%
COC(=O)[C@@H]1C[C@@]2(O)[C@@H](O)[C@@H](O)[C@@H](O)C[C@H]2N1CC1CC1	-2.8%
CC(C)CCCC(C)C1CCC2C3CC[C@H]4CC(=O)CC[C@@]4(C)C3CC[C@@]12C (stereo partly specified)	-1.1%
COC(=O)[C@@]1(Cc2ccc(OC)cc2)[C@H]2c3cc(C(=O)N(C)C)n(C)c3C[C@H]2CN1C(=O)c1ccccc1	0.0%
C=CC[C@@H]1C=C[C@H](O/N=C\[C@@H](C)[C@H](OCc2ccccc2)C(C)C)[C@H](CO)O1	-0.6%[12.9 µM]
CCCC[C@@H]1CCCO[C@@](C(=O)NCCOC)(C(F)(F)F)C1	2.5%
CC1CC=CC2C1C(=O)N(Cc1ccccc1)C2c1ccc(F)c(/C=C/c2ccccc2)c1 (stereo unspecified)	0.3%
Cc1ccc(SCC(c2ccccc2)N2CCN(C)CCC2=O)cc1 (stereo unspecified)	4.2%
O=C(OOC(=O)c1ccccc1)c1ccccc1	0.5%&4.5%
O=c1c(-c2ccccc2)nc2cnc(Oc3cccc(Cl)c3)nc2n1C1CC1	-0.6%
CCc1c2c(nc3ccc4c(c13)OCCO4)-c1nc3ccccc3c(=O)n1C2	-6.4%
COCC(=O)N1CCC2(CCCN(Cc3nccs3)C2)CC1	-2.0%
N[C@@H](COC(c1cccc(F)c1)c1ccccc1OCc1ccccc1)C(=O)O (stereo partly specified)	-20.1%
Clc1ccccc1-c1cc(NCc2cccnc2)ncn1	1.5%
O=C(c1cc(C(F)(F)F)cc(C(F)(F)F)c1)N1CCC2(CC1)CCN(c1ccccc1)CC2	-2.2%
COc1ccc(Oc2ncc3nc(CCc4ccccc4)c(=O)n(CCC#N)c3n2)cc1	-0.6%
c1ccc2nc(C3=NCCN3)ccc2c1	-2.0%&-10.6%
CNC1C(O)[C@@H]2OC(O[C@@H]3C(O)C(O)C(N)C[C@H]3N)C(N)C[C@H]2O[C@H]1O[C@@H]1OC(CO)C(N)C(O)C1O (stereo partly specified)	8.2%
NCC(CP(=O)(O)O)c1ccc(Cl)cc1 (stereo unspecified)	-3.5%
CC1CC[C@@]23CCC4(C)[C@@]5(C)CCC6C(C)(C)C(=O)CC[C@@]6(C)C5C=C[C@@]4(OC2=O)C3C1C (stereo partly specified)	0.4%
N#Cc1nc(NCC2CC2)nc(Nc2ccccc2)n1	0.2%
C[C@H]1OC(=O)CC[C@@H]2[C@]1(C)CCC1[C@@]2(C)CC[C@@]2(C)C3CC(C)(C)CC[C@]3(CO)CC[C@]12C (stereo partly specified)	1.9%
O=C1CC2(CCCC2)CC(=O)N1CCCCNC[C@H]1COc2ccccc2O1	1.1%
COC(=O)N1CCC[C@@]2(CCN(C(=O)Nc3ccc(OC)cc3)C2)C1	-19.7%
CO[C@H]1C=C2CCN(C)[C@@H]2[C@@H]2c3cc4c(cc3C(=O)O[C@H]21)OCO4	-5.3%[21.7 µM]
COc1cc(OC)c(/C=C2/C(=O)Nc3ccccc32)c(OC)c1	-6.4%
COc1ccc2c(c1)CCC1C2CC[C@@]2(C)C(O)CCC12 (stereo partly specified)	4.0%
COc1cccc(-c2cc(=O)c3cc(NC(=O)c4ccc(C)cc4)ccc3[nH]2)c1	-1.0%[89.2 µM]
Cc1ccc2nc3nc4ccc[nH]c4cc3c2c1	-6.6%[12.9 µM]
CC1CCC2C(C)C3C(CC4[C@@H]5CC=C6C[C@@H](O)CC[C@]6(C)C5CC[C@]34C)N2C1 (stereo partly specified)	2.9%
CC(=O)OCC1=C(C(=O)O)N2C(=O)C(NC(=O)CSc3ccncc3)[C@@H]2SC1 (stereo partly specified)	-24.5%
CCOC(=O)C1=C(N)Oc2ccc(Br)cc2[C@@H]1[C@@H](C#N)C(=O)OCC	-17.3%
O=[N+]([O-])c1cccc(CN2C(COCc3ccccc3)CCC=CS2(=O)=O)c1 (stereo unspecified)	-6.7%
CCC(=O)O[C@@]1(C(=O)CCl)C(C)CC2C3CCC4=CC(=O)C=C[C@@]4(C)[C@]3(F)C(O)C[C@]21C (stereo partly specified)	-3.5%
O=C(Nc1cccc(C(F)(F)F)c1)Nc1cc(Cl)ccc1C(=O)O	0.6%
CN1CCN(c2ncc3nc(-c4ccccc4)c(=O)n(C4CC4)c3n2)CC1	-3.8%
CC(=O)OC[C@H]1O[C@@H](O/N=C(\C)CCN2CCCCc3nc(C)c(C)cc32)[C@H](OC(C)=O)[C@@H](OC(C)=O)[C@H]1OC(C)=O	-0.3%[12.9 µM]
CCNC(=O)[C@H]1O[C@@H](n2cnc3c(N)nc(NCCc4ccc(CCC(=O)O)cc4)nc32)[C@H](O)[C@H]1O	-3.9%
O=c1cc(-c2ccc(O)cc2)oc2c([C@@H]3O[C@H](CO)[C@@H](O)[C@H](O)[C@H]3O)c(O)cc(O)c12	-1.7%
Cc1ccc(S(=O)(=O)N[C@H]2COC(=O)[C@@H](C)COC(=O)C/C=C\[C@H]2C)cc1	-0.7%[12.9 µM]
N[C@]1(C(=O)O)CCc2cc(C(=O)O)ccc21	-23.8%
CC/C=C\C/C=C\C/C=C\C/C=C\C/C=C\C/C=C\CCC(=O)NCCO	-3.5%
Cc1ccccc1-c1cc(NCc2cccnc2)ncn1	0.4%
Cc1nc2cnc(Oc3cccc(Cl)c3)nc2n(C2CC2)c1=O	4.7%
O=C1NO[C@H]2[C@@H]1CN[C@@H]2C(=O)O	-8.8%
COc1ccc(CNc2ncnc3ccc(-c4c(C)noc4C)cc23)c(OC)c1	3.7%
C=CCOC(=O)C(C(C)=O)C(NC(=O)OC)c1cccs1 (stereo unspecified)	-1.6%[12.9 µM]
CCCCNC(=O)C(c1ccc(OCC(=O)OC)c(C(=O)OC)c1)N(CCc1ccccn1)C(=O)CCCCCN1C(=O)NC(c2ccc(-c3ccccc3)cc2)C(C(=O)OCc2ccccc2)=C1C (stereo unspecified)	-1.5%
N#CCCn1c(=O)c(-c2ccc(Cl)cc2)nc2cnc(Oc3cccc(Cl)c3)nc21	-0.9%

Following part:
SMILES	FBPA Giardia inh
COc1ccc(CNc2ncncc2-c2ccoc2)c(OC)c1	-3.5%
COc1ccc(-c2nc(-c3ccccc3)oc2NC(C)C)cc1	-0.4%
CCN1C(=O)[C@H]2[C@H]3[C@H](O)[C@H](O)C/C(=N/OC[C@@H](O)COCc4ccco4)[C@H]3CC[C@@H]2C1=O	0.8%[12.9 µM]
COc1ccc2cccc(N3CCN(CCNC(=O)c4ccc(F)cc4)CC3)c2c1	-6.9%
CC(C)(C)NCC(O)c1ccccc1Cl (stereo unspecified)	1.1%&1.4%
O=C(c1cnccn1)N1CCC2(CC1)CN(Cc1ccncc1)C2	3.2%
O=c1cc(-c2ccccc2)[nH]c2nc(Cl)ccc12	-0.3%
Nc1nc2c(nc(Br)n2C2O[C@H]3COP(=O)(O)O[C@@H]3C2O)c(=O)[nH]1 (stereo partly specified)	-1.4%
Cn1cc(-c2nc3cnc(N4CCNCC4)nc3n(CCc3ccccc3)c2=O)c2ccccc21	-0.6%
CC(=O)N[C@@H](CSC/C=C(\C)CC/C=C(\C)CC/C=C(\C)CCC=C(C)C)C(=O)O	3.8%
O=C(CCCCCCCCCCCCC1CCCC1)Nc1ccc(S(=O)(=O)c2ccc(NC(=O)CCCCCCCCCCCCC3CCCC3)cc2)cc1	8.5%
C=C1c2ccccc2O[C@H](C(=O)OCC)[C@@H]1C1CCCCC1 (tested in a mixture with another compound)	-1.8%[89.2 µM]
CS(=O)(=O)Nc1cccc(-c2nccc(NCc3ccccc3)n2)c1	-7.1%
COc1cccc(Cn2c(=O)c(-c3cc(F)cc(F)c3)nc3cnc(N4CCN(C)CC4)nc32)c1	1.5%
CCCNC(=O)OC[C@@H]1O[C@H](CCO/N=C(\C)CCN2CCc3nc(CC)c(CC)cc3C2)C=C[C@@H]1Oc1ccc(OC)cc1	-7.5%[12.9 µM]
CC[C@@H](C)[C@@H](O)[C@H](C)C(=O)[C@H](C)/C=C(\C)C[C@H](C)[C@@H]1OC(=O)[C@H]1CC	6.4%
NCC(=O)N[C@@H](CCCN=C(N)N)C(=O)NCC(=O)N[C@@H](CC(=O)O)C(=O)N[C@@H](CO)C(=O)O	-2.2%
Cn1c(=O)c(-c2cccc(Cl)c2)nc2cncnc21	-1.6%
NC/C=C/C(=O)O	-1.6%&3.5%
COC(=O)c1ccc(C#CC(NP(=O)(c2ccccc2)c2ccccc2)c2ccccc2)cc1 (stereo unspecified)	-11.0%
NCC1O[C@@H](OC2C(N)C[C@H](N)[C@@H](O[C@H]3OC(CO)C(O)C(N)C3O)C2O)C(O)C(O)C1O (stereo partly specified)	-0.7%
O=C(O)c1cc([N+](=O)[O-])cc([N+](=O)[O-])c1O	5.5%
COc1cc2c(cc1OC)[C@@H]1CC(=O)[C@@H](CC(C)C)CN1CC2	-2.4%
Cc1noc(C)c1S(=O)(=O)N1CCc2nc(COc3ccccc3)c3c(c2C1)CO[C@@H](C)C3	4.5%[12.9 µM]
COc1ccc(NC(=O)N2CC[C@@]3(CCCN(C(=O)c4ccco4)C3)C2)cc1	-0.4%
C=C(C)C1CC=C(C(=O)O)CC1 (stereo unspecified)	4.7%&16.9%
C=CC(C1=CC(=O)C=CC1=O)c1ccc(O)cc1 (stereo unspecified)	?
C[C@@H](CN(C)C)CN1c2ccccc2CCc2ccccc21	1.2%[21.7 µM]
COc1ccccc1-c1cncnc1N1CCN(C)CC1	-0.4%
COc1cccc([C@@H]2Oc3ccc(Br)cc3C(=O)[C@H]2OC(=O)N[C@H](C)C2CCCCC2)c1	0.6%
CCCCN(CC)c1c([N+](=O)[O-])cc(C(F)(F)F)cc1[N+](=O)[O-]	-0.9%
COC(=O)[C@@]1(Cc2ccccc2)[C@H]2c3cc(C(=O)N4CCCC4)n(Cc4ccccn4)c3C[C@H]2CN1C(=O)c1ccccc1	-1.2%
O=C1CCC[C@H]2[C@@H]3CCCN4CCC[C@H](CN12)[C@H]34	2.1%
CCCC1([C@H](O)C/C=C/[C@H]2[C@H](O)CC(=O)[C@@H]2CCCCCCC(=O)OC)CCC1	-0.9%
CO[C@@H]1/C=C\CC(=O)N[C@@H](C)C(=O)OC[C@@H](OC)[C@H](C)CCCC(=O)OC[C@H]1C	-1.8%[12.9 µM]
[Li+]	-1.9%
COCC(=O)N1CCC2(CC1)CCN(c1ccc(-c3ccccc3)cc1)CC2	10.9%
C#CC(C)OC(=O)Nc1cccc(Cl)c1 (stereo unspecified)	-12.5%
CCCCN1CCC[C@@H]1CNC(=O)c1cc(C#N)c2ccccc2c1OC	2.9%
N#Cc1ccc(CN2CC[C@@]3(CCCN(C(=O)c4cc(C(F)(F)F)cc(C(F)(F)F)c4)C3)C2)cc1	2.2%

Filtered by structure: the compounds so far with a COOH group (12)
SMILES	FBPA Giardia inh
COc1ccccc1/C=C\C(=O)O	8.6%
N[C@@H](COC(c1cccc(F)c1)c1ccccc1OCc1ccccc1)C(=O)O (stereo partly specified)	-20.1%
CC(=O)OCC1=C(C(=O)O)N2C(=O)C(NC(=O)CSc3ccncc3)[C@@H]2SC1 (stereo partly specified)	-24.5%
O=C(Nc1cccc(C(F)(F)F)c1)Nc1cc(Cl)ccc1C(=O)O	0.6%
CCNC(=O)[C@H]1O[C@@H](n2cnc3c(N)nc(NCCc4ccc(CCC(=O)O)cc4)nc32)[C@H](O)[C@H]1O	-3.9%
N[C@]1(C(=O)O)CCc2cc(C(=O)O)ccc21	-23.8%
O=C1NO[C@H]2[C@@H]1CN[C@@H]2C(=O)O	-8.8%
CC(=O)N[C@@H](CSC/C=C(\C)CC/C=C(\C)CC/C=C(\C)CCC=C(C)C)C(=O)O	3.8%
NCC(=O)N[C@@H](CCCN=C(N)N)C(=O)NCC(=O)N[C@@H](CC(=O)O)C(=O)N[C@@H](CO)C(=O)O	-2.2%
NC/C=C/C(=O)O	-1.6%&3.5%
O=C(O)c1cc([N+](=O)[O-])cc([N+](=O)[O-])c1O	5.5%
C=C(C)C1CC=C(C(=O)O)CC1 (stereo unspecified)	4.7%&16.9%

Reprinted at random: two records from the list
SMILES	FBPA Giardia inh
Cc1ccccc1-c1cc(NCc2cccnc2)ncn1	0.4%
CCC(=O)O[C@@]1(C(=O)CCl)C(C)CC2C3CCC4=CC(=O)C=C[C@@]4(C)[C@]3(F)C(O)C[C@]21C (stereo partly specified)	-3.5%
